Bioassay records as filed in PubChem.
MC4R antagonist – blocks human MC4R cAMP signaling. MC4R-expressing cells, MTII-stimulated cAMP, LANCE TR-FRET. P32245. inhibition, % at 6.5 µM. 360,000 compounds, 0.48% hits;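 active means inhibition above its plate's cutoff, the mean of tested wells on that plate plus 3 SD, cut at about 29% in these data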;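 further: 0% = Melanotan II alone and 100% = Melanotan II plus saturating MCL0020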
Target sequence (P32245 whole entry, looked up): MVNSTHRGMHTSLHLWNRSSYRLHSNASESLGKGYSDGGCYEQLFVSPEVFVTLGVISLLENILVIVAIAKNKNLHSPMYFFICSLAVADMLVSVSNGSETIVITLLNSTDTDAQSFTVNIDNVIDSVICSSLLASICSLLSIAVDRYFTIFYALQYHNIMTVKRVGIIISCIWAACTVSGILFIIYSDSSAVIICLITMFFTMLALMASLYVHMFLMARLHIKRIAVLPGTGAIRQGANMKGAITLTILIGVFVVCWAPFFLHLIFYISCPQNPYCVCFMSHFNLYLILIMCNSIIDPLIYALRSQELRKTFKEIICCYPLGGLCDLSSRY
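material = U2OS cells stably expressing human melanocortin 4 receptor (MC4R) | also added = Melanotan II challenge | dosing = single nominal compound dose of 6.5 µM | detection = TR-FRET with Eu-cAMP and labeled anti-cAMP, 671 nm | replication = singlicate | timing = compound 30 min, challenge 1 h, detection 1 h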
HTR2A ag – activates the mouse 5-HT2A serotonin receptor; P35363; CHO-K1 mHTR2A beta-arrestin complementation, luminescence; percent of 30 µM serotonin response; activation, % at 7.6 µM; 360,000 compounds, 0.66% hits; AID 624169;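 active means activation above a run cutoff, the mean activation of all tested compounds plus 3 SD, cut at about 14% in these data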;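 further: 0% = plate median of compound wells and 100% = 30 µM serotonin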
Target sequence (P35363 whole entry, looked up): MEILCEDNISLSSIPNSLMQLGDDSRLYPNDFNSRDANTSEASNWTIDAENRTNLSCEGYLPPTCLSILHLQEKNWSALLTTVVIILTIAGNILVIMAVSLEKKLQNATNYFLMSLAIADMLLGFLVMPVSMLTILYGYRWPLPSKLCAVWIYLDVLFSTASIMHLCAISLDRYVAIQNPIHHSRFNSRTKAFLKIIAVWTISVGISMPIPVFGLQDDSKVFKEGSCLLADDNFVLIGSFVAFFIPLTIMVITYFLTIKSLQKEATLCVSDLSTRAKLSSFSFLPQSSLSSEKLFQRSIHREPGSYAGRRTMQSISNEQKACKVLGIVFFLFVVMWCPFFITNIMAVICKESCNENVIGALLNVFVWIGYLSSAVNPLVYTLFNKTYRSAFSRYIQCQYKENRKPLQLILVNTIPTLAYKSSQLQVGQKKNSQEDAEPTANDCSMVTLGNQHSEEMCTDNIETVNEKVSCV
NCOA2 inhibitor – human SRC2 (NCOA2) inhibition; Q15596; HEK293 GAL4-SRC2 luciferase reporter, luminescence; inhibition, % at 9 µM; 370,000 compounds, 0.17% hits;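 active means inhibition above the mean inhibition of all tested compounds plus 3 SD, set per campaign, cut at about 52% in these data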;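 further: 0% = DMSO treated cells and 100% = cells given Gossypol at 36 µM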
NOD2 RIPK2 PPI – NOD2-RIPK2 protein interaction inhibition; O43353; CHO BLA complementation NOD2-RIPK2, CCF4 ratio; inhibition, % at 4.98 µM; 360,000 compounds, 0.38% hits; in the data active means inhibition above about 21%;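 further: 0% = vehicle only and 100% = reference blocker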
ABHD5-PLIN5 inh – ABHD5-PLIN5 protein interaction inhibition; Q00G26+Q8WTS1; Split G. princeps luciferase complementation, luminescence, 4 h; inhibition, % at 4 µM; 360,000 compounds, 0.78% hits; AID 602281;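 active means inhibition above the mean inhibition across every tested compound plus 3 SD, cut at about 22% in these data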;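 further: 0% = DMSO only wells and the 100% control is not disclosed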
ABCB6 inh 2 – blocks the human ABCB6 transporter; Q9NP58; K562-ABCB6 porphyrin accumulation, flow cytometry, 1 h; stronger effect = lower value; fluorescence ratio to DMSO, % at 10 µM; 360,000 compounds, 0.19% hits;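 active means fluorescence ratio to DMSO below 75%, the collection mean minus 3 SD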;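 further: signal is porphyrin accumulated inside mitochondria; 100% equals median channel fluorescence of DMSO control wells; lower ratio means ABCB6 inhibition with less porphyrin fluorescence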
TLR9-MyD88 inh – blocks human TLR9 binding to MyD88. Q9NR96+Q99836. 340,000 compounds, 0.21% hits. CHO BLA complementation TLR9-MyD88, CCF4 FRET ratio. inhibition, % at 4.98 µM;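 active means inhibition above the mean over all tested compounds plus 3 SD, cut at about 21% in these data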;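 further: 0% = DMSO only wells and 100% = clavulanate BLA inhibitor control wells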
H9c2 protect – myocardial damage modulation in H9c2 cells. protection from H2O2 cell death, % at 20 µM. H9c2 cardiomyocytes, H2O2 injury protection, ATPLite, 2 h. AID 588492. 360,000 compounds, 0.63% hits;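 active means compounds giving at least 50% protection of heart cells from peroxide-induced death in the single-dose screen, raw or plate-pattern-corrected value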;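 further: 0% = DMSO wells with peroxide and 100% = DMSO wells without peroxide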
MC4R barr agon – human MC4R agonism via beta-arrestin; 360,000 compounds, 0.98% hits; activation, % at 8.9 µM; U2OS MC4R beta-arrestin complementation, luminescence; percent of melanotan II response, DMSO zero; AID 540308;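 active means activation above a per-plate cutoff, the mean activation of sample wells on that plate plus 3 SD, cut at about 8% in these data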
N-glyco inh – N-linked glycosylation inhibition | D54 ERlucT glycosylation luciferase reporter, 24 h; percent of 100 nM tunicamycin response | reporter increase, % at 12.5 µM | 360,000 compounds, 0.23% hits | AID 588692;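 active means mean luciferase reporter signal, scaled so untreated is 0 and the glycosylation-blocking control 100, at or above a set limit in every replicate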;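 further: luciferase carries N-glycosylation sites so blocking glycosylation raises the light; 0% = median of neutral control wells and 100% = median of 100 nM tunicamycin wells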
* marks the source's active call; other numbers are inactive results; nt = no result given. Only part of the results is shown. The share of hits here may be higher or lower than overall.

item | SMILES | MC4R antagonist | HTR2A ag | NCOA2 inhibitor | NOD2 RIPK2 PPI | ABHD5-PLIN5 inh | ABCB6 inh 2 | TLR9-MyD88 inh | H9c2 protect | MC4R barr agon | N-glyco inh
1 | CCOC(=O)c1c(C)oc(NC(=O)CCl)c1C(=O)OCC | 4.0 | -4.0 | 15.8 | 1.3 | -2.7 | 96.0 | 0.6 | 7.9 | -0.7 | 1.3
2 | CC(C)CC(c1nnnn1CC1CCCO1)N1CCN(c2nc3ccccc3s2)CC1 (centres undefined) | 8.7 | -7.2 | 7.5 | 0.4 | 1.4 | 100.0 | 3.0 | 7.9 | 0.4 | -2.6
3 | O=C(Nc1nc2ccccc2s1)C1CCN(S(=O)(=O)c2cc([N+](=O)[O-])ccc2Cl)CC1 | 4.8 | 0.4 | 27.7 | 3.3 | 5.8 | 90.0 | 2.5 | 12.1 | 0.3 | -1.3
4 | CC(C)CCN1CC(C(=O)NCc2ccc(F)cc2)CC1=O (centres undefined) | 0.8 | -5.0 | 9.2 | -4.2 | -3.4 | 99.0 | -0.8 | 2.8 | -1.8 | 2.1
5 | CC(=O)NC(c1cccc(F)c1)c1nc(-c2cccc(F)c2)cs1 (centres undefined) | -0.7 | 0.4 | -10.2 | 0.6 | -2.7 | 100.0 | nt | -2.7 | 0.2 | 0.1
6 | CCOc1cc2c(cc1OCC)C(c1ccc(OC)cc1)N(c1ccccc1)C(=O)C2 (centres undefined) | -3.8 | 4.2 | -21.4 | -10.7 | 5.4 | 96.0 | 6.4 | 2.4 | 0.5 | 3.0
7 | CC1=C(C(=O)N2CCOCC2)C(c2ccccc2F)C2=C(CCCC2=O)N1 (centres undefined) | -9.8 | -1.3 | -46.4 | -9.2 | -2.1 | 102.0 | 2.5 | 2.1 | -1.8 | 1.5
8 | Cc1ccc(NC2CC(=O)N(c3ccc(C)cc3)C2=O)cc1 (centres undefined) | 7.7 | -1.3 | -23.1 | -4.8 | -0.5 | 87.0 | -0.7 | 2.6 | -1.5 | 3.5
9 | Cc1ccc(C(=O)OCC(=O)Nc2cc(C(C)(C)C)no2)c(C)c1 | 17.9 | 10.1 | -2.9 | -6.5 | -12.7 | 100.0 | 8.5 | -10.3 | 9.9* | 2.0
10 | Cn1c(=O)cc(OCCCC(=O)N2CCN(c3ccccn3)CC2)c2ccccc21 | -0.1 | -1.5 | -10.1 | 1.6 | 2.4 | 99.0 | 10.2 | 4.0 | -2.3 | 6.7
11 | CC(C(=O)Nc1cccc(C#N)c1)N(C)CCOc1ccccc1 (centres undefined) | 5.5 | -13.5 | 2.7 | -4.7 | 0.5 | 96.0 | 9.8 | -0.4 | -2.8 | -0.4
12 | Cc1nn(-c2ccccc2)c(C)c1NC(=O)COC(=O)c1ccccc1OC(F)F | -5.4 | 6.0 | -8.3 | -22.4 | -3.2 | 91.0 | 1.2 | 0.5 | 2.4 | 4.7
13 | CN(C(=O)COn1nnc2ccc(Cl)cc21)C1CCS(=O)(=O)C1 (centres undefined) | -0.6 | 0.4 | -2.6 | 7.4 | -7.0 | 95.0 | 2.7 | 7.5 | 1.4 | 0.7
14 | CCOc1ccccc1C1c2[nH]c3ccccc3c2C[C@H]2C(=O)N(C3CCN(Cc4ccccc4)CC3)CC(=O)N12 (some centres undefined) | 0.8 | -9.4 | -12.1 | 4.9 | 6.4 | 96.0 | -4.0 | 0.5 | -0.5 | -7.2
15 | CC(=O)N/C(=C\c1ccc(F)cc1)C(=O)OC(C)C | 7.0 | 12.3 | 5.8 | -4.7 | 2.9 | 98.0 | -3.0 | 11.6 | 0.8 | 1.2
16 | Cc1cc2oc(=O)cc(COC(=O)c3n[nH]c4ccccc34)c2cc1C | -2.1 | 3.3 | -34.0 | -9.4 | 7.0 | 82.0 | 3.8 | 1.9 | 1.5 | 0.0
17 | COCCCNC(=O)/C(C#N)=C/c1c(N2CCN(C)CC2)nc2c(C)cccn2c1=O | 5.4 | -2.9 | -0.5 | 4.7 | 6.7 | 100.0 | -9.1 | 3.2 | -0.9 | -0.7
18 | C/C(=N\NC(=O)CN(c1ccc(C)cc1)S(C)(=O)=O)c1cccs1 | -2.3 | -3.5 | 1.4 | -7.9 | -3.5 | 78.0 | -0.8 | 14.5 | -2.8 | 1.2
19 | Cc1cccc(C)c1NC(=O)CCCCCNS(=O)(=O)c1ccccc1 | -0.5 | -1.5 | -4.9 | 10.5 | 0.0 | 103.0 | -5.8 | -1.8 | -3.1 | -0.9
20 | Cc1onc(-c2ccc(Cl)cc2Cl)c1C(=O)/C=C/N(C)C | 10.2 | 0.4 | 10.6 | 11.8 | 7.6 | 99.0 | -9.1 | 0.8 | 0.1 | 1.4
21 | O=C(CNC(=O)c1ccccc1F)OCCOc1cccc(Cl)c1 | 10.6 | 1.0 | 11.8 | -10.2 | 5.8 | 89.0 | -1.1 | -5.7 | -0.7 | 2.0
22 | CCn1c(=O)c(C(=O)CN2CCN(S(=O)(=O)c3ccccc3)CC2)c(N)n(Cc2ccccc2)c1=O | 12.0 | 1.6 | -4.6 | 3.5 | 8.3 | 98.0 | -1.1 | -3.1 | -1.6 | 0.5
23 | COC(=O)c1ccc(NC(=O)Nc2ccccc2F)cc1 | 9.7 | -3.4 | -34.1 | 0.2 | 1.5 | 98.0 | 0.3 | -10.0 | -0.9 | -7.3
24 | O=[N+]([O-])c1cccc(-c2nc3ccccc3s/c2=N/O)c1 | 9.1 | -1.0 | -25.4 | -0.4 | -7.2 | 82.0 | -0.2 | -11.5 | 0.8 | 1.3
25 | O=C(CN1C(=O)c2ccccc2S1(=O)=O)c1ccc(F)cc1 | 7.8 | -3.5 | 32.4 | 10.5 | -7.3 | 96.0 | -3.2 | -4.3 | -2.7 | -20.6
26 | C/C(=N\NC(=O)Cn1nc(C)c([N+](=O)[O-])c1C)c1ccc(O)cc1 | 0.5 | -0.1 | 4.0 | -2.6 | 2.3 | 256.0 | 8.3 | -10.2 | -0.3 | -0.8
27 | CCc1cccc(OCCCN2C(=O)NC(C)(C)C2=O)c1 | 13.9 | -3.3 | -7.1 | -4.4 | -9.8 | 93.0 | -7.1 | 11.9 | -0.5 | -1.1
28 | Cc1cc(C)nc(NS(=O)(=O)c2ccc(N/C=C\C(=O)c3ccc(Cl)cc3)cc2)n1 | 20.0 | -0.8 | -48.7 | 1.3 | -8.9 | 101.0 | -3.7 | -6.3 | 6.2 | 1.1
29 | CC1CCN(c2ccccc2NC(=S)NC(=O)c2ccco2)CC1 | -6.7 | -3.2 | -5.9 | 1.5 | -10.6 | 98.0 | -3.3 | -6.0 | 3.2 | 0.6
30 | CC(C)(C)OC(=O)NCc1ccc(CNC(=O)c2[nH]cnc2C(=O)N[C@@H](Cc2ccccc2)C(=O)OC(C)(C)C)cc1 | 7.9 | 3.7 | -49.5 | 8.6 | 1.2 | 101.0 | 1.6 | 6.6 | -1.3 | 4.2
31 | Nc1nonc1-n1nnc(C(=O)N/N=C/c2ccccc2Cl)c1CSc1ccccc1 | 6.0 | 2.0 | 4.0 | -4.9 | -4.0 | 98.0 | nt | -3.9 | 3.8 | -0.2
32 | COc1ccc2nc(SCC(=O)NCC3CCCO3)c(C#N)cc2c1 (centres undefined) | 3.0 | 2.3 | -24.4 | -1.6 | 0.1 | 91.0 | 5.5 | 4.1 | 0.2 | 6.8
33 | CC(=O)CCC1C2C(O)C(C(C)C)C(OC(=O)/C=C/c3ccccc3)CC12C (centres undefined) | 7.9 | 2.3 | -26.8 | -3.7 | 1.6 | 93.0 | 7.6 | 0.7 | 1.8 | -1.6
34 | CC(=O)NC1=NN(C(C)=O)C(C)(c2ccc(C)cc2)S1 (centres undefined) | -4.4 | -1.2 | 12.8 | -6.0 | -0.8 | 93.0 | -0.5 | -1.1 | -0.1 | 1.8
35 | CSc1ccc(S(=O)(=O)NCC(=O)OCC(=O)NC2(C#N)CCCCC2)cc1[N+](=O)[O-] | 4.0 | 0.2 | -5.1 | -4.7 | 6.5 | 100.0 | -15.9 | 14.5 | -2.5 | 2.2
36 | O=C(N(c1ccccc1)c1ccccc1)n1ccnc1 | 3.5 | 0.5 | 1.5 | -15.6 | -2.5 | 95.0 | -2.8 | -3.6 | -0.8 | 1.6
37 | Clc1ccc(-c2csc(-c3cccnc3)n2)s1 | -0.7 | -1.2 | -13.6 | -7.2 | 9.0 | 93.0 | 4.3 | 2.5 | 1.2 | 0.8
38 | S=C(NCCc1ccccc1)Nc1ccc(Br)cc1 | -1.5 | -0.8 | -25.6 | 0.4 | -2.0 | 96.0 | 5.3 | -12.9 | 2.2 | -5.1
39 | O=C(NNC(=O)C1CCN(S(=O)(=O)c2ccc(Cl)cc2)CC1)c1ccccc1 | 9.8 | -3.9 | 11.5 | -0.2 | 10.6 | 100.0 | -3.0 | -0.3 | 1.3 | 1.1
40 | CC(Oc1ccc(Cl)cc1Cl)C(=O)Nc1ccncc1 (centres undefined) | 8.8 | 0.4 | 25.3 | 3.5 | 7.0 | 107.0 | -3.5 | -18.2 | 0.2 | 3.3
41 | O=C(CNC(=O)c1cccs1)OCC(=O)c1ccc2ccccc2c1 | 3.5 | -2.9 | -17.0 | -5.0 | -5.5 | 96.0 | 1.5 | -4.0 | -3.2 | -0.1
42 | O=C(Cc1cccc(NC(=O)C2CCCN(C(=O)CCc3ccccc3)C2)c1)Nc1cccc(C(=O)N2CCCC2)c1 (centres undefined) | -2.0 | -2.7 | -6.0 | 3.0 | 0.6 | 98.0 | 6.9 | -6.5 | 0.0 | -1.8
43 | CCOc1ccc2ccccc2c1/C=N/NC(=O)c1c(C)cc(C)[nH]c1=O | -19.1 | 5.0 | -6.4 | -5.5 | -1.0 | 96.0 | -15.4 | 10.7 | -0.3 | -1.6
44 | CCOc1ccc(C(c2c(NC(=O)c3ccccc3)sc(C)c2C)N2CCN(CCO)CC2)cc1 (centres undefined) | 18.7 | -2.4 | -22.1 | -1.6 | 5.7 | 97.0 | 5.1 | -2.7 | 0.5 | -1.3
45 | O=C(c1cccc(F)c1)N1CCN(c2ccc([N+](=O)[O-])c(N3CCCCC3)c2)CC1 | 7.2 | -1.3 | 14.1 | 4.8 | 6.6 | 105.0 | 1.6 | 26.8 | 0.2 | -0.8
46 | CCCn1c(N2CCN(Cc3cccc(C)c3)CC2)nc2c1c(=O)[nH]c(=O)n2C | 10.7 | 0.1 | -6.7 | -3.1 | -8.1 | 101.0 | 1.1 | -6.2 | 1.9 | 3.5
47 | COc1nc(C)cc(C)c1S(=O)(=O)c1ccccc1 | 9.7 | -11.3 | 4.0 | -11.6 | -1.9 | 98.0 | 2.0 | -0.5 | -0.2 | -0.8
48 | CCC(C)c1ccc(OCC(=O)Nc2ccc3c(c2)C(=O)NC3=O)cc1 (centres undefined) | 7.3 | -4.9 | -14.6 | -5.0 | -4.5 | 94.0 | -1.9 | -9.3 | -2.5 | 0.7
